# Screening data deposited in PubChem by several laboratories.
# FLuc stim CS – firefly luciferase counter-screen for stimulation assays; AID 1027; 200,000 tested, under 10 active; P08659; ATPlite luciferase biochemical, luminescence, 10 min; 0 = ATP-free wells, 1 = DMSO control; activation factor at 10 µM;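 active = luciferase activation factor, scaled between plate controls, of at least 2 with compound at 10 µM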
# Target sequence (P08659 whole entry, looked up): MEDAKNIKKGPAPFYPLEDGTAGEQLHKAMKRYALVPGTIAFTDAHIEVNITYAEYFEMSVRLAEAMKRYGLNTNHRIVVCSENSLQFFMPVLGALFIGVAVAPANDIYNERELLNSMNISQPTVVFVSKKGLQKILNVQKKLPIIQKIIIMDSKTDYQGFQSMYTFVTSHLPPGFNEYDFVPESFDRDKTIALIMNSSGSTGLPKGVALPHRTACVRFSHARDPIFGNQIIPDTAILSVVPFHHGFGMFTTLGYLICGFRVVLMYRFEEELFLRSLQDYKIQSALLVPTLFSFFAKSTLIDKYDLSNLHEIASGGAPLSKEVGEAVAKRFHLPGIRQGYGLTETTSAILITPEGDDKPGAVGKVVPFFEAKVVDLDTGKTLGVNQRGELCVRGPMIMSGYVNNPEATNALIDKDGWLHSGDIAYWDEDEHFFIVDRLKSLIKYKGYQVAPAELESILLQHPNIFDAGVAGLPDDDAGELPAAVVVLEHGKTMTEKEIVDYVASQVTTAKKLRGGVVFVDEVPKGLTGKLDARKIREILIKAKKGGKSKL
#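 System: cell-free luciferase reagent; medium: PBS as buffer for the ATP substrate; doses: test compounds dosed from 2 mM stocks in 100% DMSO; incubation: 10 min, room temperature; measured by: luminescence from luciferase reaction; read-out: luciferase activation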
# G6PDH CS – inhibits Leuconostoc G6PDH, flagging false hits in G6PDH-based assays; Purified L. mesenteroides G6PDH, diaphorase/resazurin coupled fluorescence, 45 min; inhibition, % at 5 µM; hit rate 0.12% among 200,000; in the data active = inhibition above about 50%
# Efa HMGR inh – inhibitors of class II HMG-CoA reductase from Enterococcus faecalis | purified E. faecalis HMGR, NADPH absorbance 340 nm kinetic | inhibition, % at 10 µM | hit rate 0.41% among 190,000;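 active = inhibition above a set limit, the median over all tested compounds plus 3 SD, cut at about 9.5% in these data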;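 also: enzyme runs in reverse so mevalonate oxidation gives rising NADPH absorbance; 0% = complete reaction with DMSO and 100% = background rate lacking mevalonate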
# Hsp70 act – transcriptional activators of Hsp70; HeLa Hsp70 promoter luciferase reporter, luminescence; scaled: vehicle 0, proteasome-inhibitor control 100%; activation, % at 10 µM; hit rate 0.04% among 200,000; AID 1203;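 active = activation above the mean across all tested compounds plus 3 SD, cutoff set per campaign, cut at about 5.5% in these data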;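 also: 100% = MG132 at 30 µM as the positive control and 0% = DMSO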
# APP 5UTR inh – APP translation inhibition; SH-SY5Y APP 5'UTR-luciferase reporter, luminescence; inhibition, % at 2 µM; hit rate 0.82% among 190,000; AID 1285;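 active = inhibition above a set limit, derived from the sample mean plus 3 SD, cut at about 45% in these data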; also: values of inactives mirror those of a sister screen read the other way
# DTT redox prof – compounds producing H2O2 with reducing agent – biochemical, NIH compound library profiling, artefact control for MLSCN library redox annotation, primary screen; DTT-dependent redox cycling H2O2, phenol red/HRP absorbance; 100% = 100 µM peroxide control, 0% = buffer; activation, % at 10 µM; hit rate 0.03% among 200,000; AID 878;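 active = activation of at least 50% relative to the plate's high and low controls in the primary single-dose screen; inactive = activation below 50%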;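 also: compound incubated with DTT at 0.8 mM final as the reducing agent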
# APP 5'UTR act – APP 5'UTR luciferase reporter activation; SH-SY5Y APP 5'UTR luciferase reporter, luminescence; zero percent = DMSO vehicle wells; activation, % at 2 µM; hit rate 1% among 190,000; AID 1276;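 active = activation above a set limit, based on mean plus 3 SD of controls, cut at about 140% in these data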; also: values of inactives mirror those of a sister screen read the other way
# FLuc inh counter – inhibits firefly luciferase, flagging false hits in luciferase inhibition screens; inhibition, % at 10 µM; P08659; hit rate 1.5% among 200,000; ATPLite firefly luciferase biochemical luminescence, 10 min; AID 1006;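 active = inhibition above about 50% when tested at 10 µM, limit read from the data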
# STAT1 activator – activators of IFN-gamma induced STAT1 signaling; NIH 3T3 STAT1-luciferase reporter, luminescence; 100% = IFN-gamma alone, no compound; activation (% of control), % at 5.5 µM; hit rate 2.6% among 200,000; AID 932;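 active = activation above the screen-wide mean activation plus 3 SD, cut at about 130% in these data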;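 also: raw ratio to IFN-gamma control signal so 100% means no change and 0% no light; values of inactives mirror those of a sister screen read the other way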
# NF-kB neuron act – raises NF-kB expression in human neuronal cells; NF-kB reporter expression; hits give high values; hit rate 1.6% among 190,000; fold change at 12.5 µM; in the data active = fold change above about 3.3
# * = called active by the depositor; . = no result given. Rows were taken by chance; any-hit rate near 5.3%.
SMILES,FLuc stim CS,G6PDH CS,Efa HMGR inh,Hsp70 act,APP 5UTR inh,DTT redox prof,APP 5'UTR act,FLuc inh counter,STAT1 activator,NF-kB neuron act
CC(CCc1ccccc1)NC(=O)c1ccncc1 (configuration not stated),1.1,1.6,1.0,-0.3,8.6,0.7,-8.6,-7.5,100.7,0.96
COc1ccc(Cl)cc1-n1c(C)ccc1C,1,2.6,-1.1,-0.3,-1.5,0.1,1.5,-1.5,100.5,0.93
CC(C)Oc1cccc(-c2cc(C(=O)N3CCN(S(C)(=O)=O)CC3)c3ccccc3n2)c1,0.5,19.5,4.6,-0.2,1.0,1.2,-1.0,51.8*,123.1,0.46
COc1ccc(C(c2nnnn2C2CCCCC2)N2CCN(c3ccccc3)CC2)cc1 (configuration not stated),1,0.7,.,-0.4,-1.2,-0.1,1.2,-1.4,97.0,.
CCOC(=O)Cc1cc(=O)[nH]c(/N=C(\N)Nc2ccc(C)c(C)c2)n1,1,2.8,-1.2,-0.4,-0.3,0.2,0.3,-4.1,85.5,0.97
O=C1c2sc3nc4n(c(=O)c3c2CCC1Br)CCCCC4 (configuration not stated),0.8,10.0,1.6,-0.2,-71.7,-7.4,71.7,17.5,100.3,0.75
COC(=O)Cc1cc(=O)n2[nH]c(C)cc2n1,1.1,-2.2,-2.9,-0.4,5.2,0.3,-5.2,-5.4,98.2,1.29
Oc1ccccc1Nc1nc(NCc2ccccc2)c2ccccc2n1,1,14.5,-3.1,-0.2,-14.0,-0.4,14.0,-1.2,105.0,0.71
COc1ccccc1/C=C/C(=O)OC(C)CN1CCOCC1 (configuration not stated),1.1,-4.3,-0.7,0.0,-5.3,2.3,5.3,-7.5,107.1,1.24
O=C(Cn1nc(-c2ccc(Cl)cc2)ccc1=O)NCCN1CCOCC1,1.1,3.5,1.4,-0.1,4.0,-1.0,-4.0,-6.8,109.1,0.93
Cc1cc(C)n(C2CC(=O)N(c3cccc(Cl)c3)C2=O)n1 (configuration not stated),1.1,5.2,-4.2,0.3,-9.3,0.1,9.3,-7.0,101.8,1.02
Cc1ccc(N2C(=O)c3ccccc3C2=O)cc1C,1,3.2,-0.6,0.2,-13.4,0.3,13.4,1.2,123.7,1.89
Cc1ccc(/C=C/C(=O)Nc2cccc3cccnc23)o1,0.9,-25.8,0.3,0.3,9.8,-0.3,-9.8,14.1,112.8,1.04
COC(=O)c1cccc(NC(=S)NC(C)C)c1,1,0.9,-2.2,0.1,4.2,0.5,-4.2,-4.5,86.2,1.13
C=C(C)CNC(=O)c1ccc(OC2CCN(S(=O)(=O)N(C)C)CC2)cc1,1.1,10.8,-0.7,-0.3,5.4,2.1,-5.4,-9.4,105.0,1.68
CC(C)n1c(N2CCN(C(=O)NCc3ccccc3)CC2)nc2ccccc21,1.1,4.1,-3.2,0.2,2.5,1.7,-2.5,-8.4,107.7,1.23
COc1ccc(S(=O)(=O)NCC2CCCN(C(=O)c3cccnc3C)C2)cc1 (configuration not stated),1,12.0,-1.6,0.0,0.8,-0.1,-0.8,-1.4,98.6,1.09
O=C(CC1Sc2ncnn2C1=O)Nc1ccccc1 (configuration not stated),1.1,0.6,-2.3,-0.3,10.0,0.0,-10.0,-8.9,92.7,0.99
CCOC(=O)N1CCN(C(=O)CN(c2ccc(OC)cc2)S(C)(=O)=O)CC1,1.1,-2.4,4.6,0.0,6.3,0.3,-6.2,-9.5,100.9,1.56
COc1cccc(OC)c1C(=O)Nc1nnc(C(C)C)s1,1,4.9,-3.3,0.1,-11.0,0.4,11.0,0.2,103.2,1.5
CC(=O)c1c(C)[nH]c(C(=O)COC(=O)c2cccc(S(=O)(=O)N(C)c3ccccc3)c2)c1C,1,20.9,-0.8,0.2,-0.4,-0.4,0.4,1.2,82.1,0.56
CCOC(=O)C1=C(N)OC2=C(C(=O)CC(C)(C)C2)C1c1ccc(CC)s1 (configuration not stated),1,4.4,-2.5,-0.1,-22.9,-1.4,22.9,-2.0,104.0,1.29
Cc1nc(CNC(=O)c2cc(COc3ccc(F)cc3Cl)on2)cs1,1,0.0,-4.5,0.1,-11.4,-1.9,11.4,3.6,96.3,1.1
CCc1ccc2c(CN(CC)Cc3nc4ccccc4c(=O)[nH]3)cc(=O)oc2c1,1,2.9,-6.9,-0.2,-5.1,2.7,5.1,-3.9,108.0,0.85

# As a short view, some entries already given.
SMILES,FLuc stim CS,G6PDH CS,Efa HMGR inh,Hsp70 act,APP 5UTR inh,DTT redox prof,APP 5'UTR act,FLuc inh counter,STAT1 activator,NF-kB neuron act
CCOC(=O)C1=C(N)OC2=C(C(=O)CC(C)(C)C2)C1c1ccc(CC)s1 (configuration not stated),1,4.4,-2.5,-0.1,-22.9,-1.4,22.9,-2.0,104.0,1.29
Cc1nc(CNC(=O)c2cc(COc3ccc(F)cc3Cl)on2)cs1,1,0.0,-4.5,0.1,-11.4,-1.9,11.4,3.6,96.3,1.1
CCc1ccc2c(CN(CC)Cc3nc4ccccc4c(=O)[nH]3)cc(=O)oc2c1,1,2.9,-6.9,-0.2,-5.1,2.7,5.1,-3.9,108.0,0.85

# Just Efa HMGR inh, DTT redox prof and NF-kB neuron act, for some of the entries so far:
smiles | Efa HMGR inh | DTT redox prof | NF-kB neuron act
Cc1ccc(/C=C/C(=O)Nc2cccc3cccnc23)o1 | 0.3 | -0.3 | 1.04
COC(=O)c1cccc(NC(=S)NC(C)C)c1 | -2.2 | 0.5 | 1.13
C=C(C)CNC(=O)c1ccc(OC2CCN(S(=O)(=O)N(C)C)CC2)cc1 | -0.7 | 2.1 | 1.68
CC(C)n1c(N2CCN(C(=O)NCc3ccccc3)CC2)nc2ccccc21 | -3.2 | 1.7 | 1.23

# Exported with values under each structure: entries from further up.
# Below each SMILES: FLuc stim CS | G6PDH CS | Efa HMGR inh | Hsp70 act | APP 5UTR inh | DTT redox prof | APP 5'UTR act | FLuc inh counter | STAT1 activator | NF-kB neuron act
> COc1cccc(OC)c1C(=O)Nc1nnc(C(C)C)s1
 : 1 | 4.9 | -3.3 | 0.1 | -11.0 | 0.4 | 11.0 | 0.2 | 103.2 | 1.5
> Cc1nc(CNC(=O)c2cc(COc3ccc(F)cc3Cl)on2)cs1
 : 1 | 0.0 | -4.5 | 0.1 | -11.4 | -1.9 | 11.4 | 3.6 | 96.3 | 1.1

# Ordered by number of heavy atoms (rising): part of the list above.
SMILES,FLuc stim CS,G6PDH CS,Efa HMGR inh,Hsp70 act,APP 5UTR inh,DTT redox prof,APP 5'UTR act,FLuc inh counter,STAT1 activator,NF-kB neuron act
COc1cccc(OC)c1C(=O)Nc1nnc(C(C)C)s1,1,4.9,-3.3,0.1,-11.0,0.4,11.0,0.2,103.2,1.5
CCOC(=O)N1CCN(C(=O)CN(c2ccc(OC)cc2)S(C)(=O)=O)CC1,1.1,-2.4,4.6,0.0,6.3,0.3,-6.2,-9.5,100.9,1.56
CC(=O)c1c(C)[nH]c(C(=O)COC(=O)c2cccc(S(=O)(=O)N(C)c3ccccc3)c2)c1C,1,20.9,-0.8,0.2,-0.4,-0.4,0.4,1.2,82.1,0.56
